# Screens: PubChem BioAssay, several laboratories
# CHRM5 agonist: agonists of human muscarinic M5 receptor (CHRM5). hit rate 0.19% among 360,000. CHO-K1 hM5 cells, Fluo-8 calcium fluorescence; 0% DMSO wells, 100% maximal acetylcholine response. P08912. activation, % at 3 µM. AID 624037;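 active = activation above the run's mean over test compounds plus 3 SD, cut at about 23% in these data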;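 also: signal is peak over basal fluorescence ratio across the kinetic read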
# Target sequence (P08912 whole entry, looked up): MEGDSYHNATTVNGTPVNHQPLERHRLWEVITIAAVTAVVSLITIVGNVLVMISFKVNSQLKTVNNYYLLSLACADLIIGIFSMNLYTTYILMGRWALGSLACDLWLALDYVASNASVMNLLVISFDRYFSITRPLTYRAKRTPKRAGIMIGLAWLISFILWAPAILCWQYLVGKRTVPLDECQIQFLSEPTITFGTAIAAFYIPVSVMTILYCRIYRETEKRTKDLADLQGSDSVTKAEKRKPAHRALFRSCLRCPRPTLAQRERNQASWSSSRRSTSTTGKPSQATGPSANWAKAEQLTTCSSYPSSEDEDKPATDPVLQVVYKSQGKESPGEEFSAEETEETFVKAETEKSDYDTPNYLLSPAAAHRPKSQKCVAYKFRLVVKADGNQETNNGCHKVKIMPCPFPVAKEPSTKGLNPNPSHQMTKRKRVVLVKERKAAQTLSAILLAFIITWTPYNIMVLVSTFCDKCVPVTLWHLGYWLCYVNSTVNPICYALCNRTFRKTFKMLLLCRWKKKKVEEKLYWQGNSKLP
# CRFR2-BP ag: agonists of human CRF-binding protein/CRF-R2 receptor complex; HEK293 CRF-R2/CRF-BP, calcium dye fluorescence (FLIPR); percent of saturating CRF peptide response; activation, % at 13.2 µM; hit rate 0.46% among 350,000; AID 588473;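 active = activation of at least 50%, plus an integration ratio under a set limit after plate pattern correction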;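 also: plate controls were neutral control wells without compound for no effect and CRF at EC100 for full effect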
# M1 PAM: positive allosteric modulators of human M1 muscarinic receptor. P11229. CHO-K1 hM1, Fluo-8 calcium fluorescence, ACh EC20; 0% = ACh EC20, 100% = maximal ACh. activation, % at 3 µM. hit rate 0.088% among 360,000; in the data active = activation above about 19%, passing the limit was not always enough
# CHRM4 PAM: potentiates acetylcholine response at human M4 receptor; activation, % at 3 µM; CHO-K1 hM4/Gqi5, Fluo-8 calcium fluorescence, ACh EC20; 0% = ACh EC20, 100% = maximal ACh; P08173; hit rate 0.4% among 360,000; AID 624126;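 active = activation above its plate's cutoff, the mean activation of sample wells plus 3 SD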; also: some results filed as inactive read as strong as hits
# Target sequence (P08173 whole entry, looked up): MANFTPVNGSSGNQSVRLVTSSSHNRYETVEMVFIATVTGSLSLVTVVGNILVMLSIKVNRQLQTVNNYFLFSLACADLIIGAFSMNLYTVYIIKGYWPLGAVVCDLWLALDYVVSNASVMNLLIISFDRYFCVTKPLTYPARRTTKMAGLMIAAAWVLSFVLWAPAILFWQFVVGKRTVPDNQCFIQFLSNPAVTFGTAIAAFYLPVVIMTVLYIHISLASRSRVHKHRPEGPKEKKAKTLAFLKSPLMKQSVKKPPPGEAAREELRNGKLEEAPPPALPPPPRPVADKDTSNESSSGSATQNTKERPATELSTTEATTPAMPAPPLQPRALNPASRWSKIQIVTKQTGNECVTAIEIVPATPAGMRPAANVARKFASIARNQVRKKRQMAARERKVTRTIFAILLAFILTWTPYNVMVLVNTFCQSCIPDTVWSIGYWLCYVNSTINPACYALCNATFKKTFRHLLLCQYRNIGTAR
# M5 PAM: CHRM5 positive allosteric modulation; hit rate 0.3% among 360,000; P08912; activation, % at 3 µM; CHO-K1 hM5, Fluo-8 calcium, ACh EC20 PAM; 0% = ACh EC20, 100% = ACh EC100; AID 624038;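 active = activation above the run cutoff, the mean activation of all test compounds plus 3 SD, cut at about 18% in these data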
#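 Measured by: Fluo-8 calcium fluorescence; material: human M5 receptor in CHO-K1 cells; schedule: Post-acetylcholine fluorescence recording 140 s; benchmarks: low control EC20 acetylcholine (0%), high control EC100 acetylcholine (100%); read-out: Max/basal fluorescence ratio as % of EC20–EC100 ACh window; compound: single dose, 3 µM nominal final test concentration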
# M5 antag: CHRM5 antagonism in calcium assay. P08912. CHO-hM5 cells, Fluo-8 calcium fluorescence, ACh EC80. inhibition, % at 3 µM. hit rate 0.59% among 360,000;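 active = inhibition above a per-plate cutoff, the mean of that plate's test compounds plus 3 SD, cut at about 27% in these data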;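 also: 0% = acetylcholine EC80 with DMSO and 100% = DMSO without agonist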
# CRFBP-R2 block: blocks CRF-induced signaling of the CRF-BP/CRF-R2 complex; HEK293 CRF-R2/CRF-BP, CRF-induced calcium fluorescence; inhibition, % at 11.8 µM; hit rate 0.59% among 350,000; AID 588475;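 active = inhibition of the ligand-induced calcium signal above about 50% at the single tested concentration, limit read from the data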
# M4 ag: agonists of human muscarinic M4 receptor (CHRM4). P08173. CHO-K1 hM4/Gqi5, Fluo-8 calcium fluorescence; vehicle 0%, full acetylcholine response 100%. activation, % at 3 µM. hit rate 0.14% among 360,000. AID 624127;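 active = activation above the run mean over all test wells plus 3 SD, cut at about 32% in these data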;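 also: peak over basal fluorescence ratio per well then scaled between controls; 0% = DMSO wells and 100% = acetylcholine at EC100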
# M4 antag: blocks acetylcholine activation of human M4 receptor | hit rate 0.73% among 360,000 | inhibition, % at 3 µM | CHO-hM4 cells, ACh EC80, Fluo-8 calcium fluorescence | P08173;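 active = inhibition above its plate's cutoff, the mean inhibition of sample wells plus 3 SD, cut at about 27% in these data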;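 also: 0% = acetylcholine EC80 with DMSO and 100% = DMSO without agonist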
# Starred values were filed as active, the others as inactive; nt = no result given; & = joins results of further samples.
# Start of the data: the first five entries, to show the layout:
SMILES,CHRM5 agonist,CRFR2-BP ag,M1 PAM,CHRM4 PAM,M5 PAM,M5 antag,CRFBP-R2 block,M4 ag,M4 antag
CCC(C)n1c(O)c(C=NCc2cccnc2)c(=O)[nH]c1=S (stereo not given),4,-0.9,9,6,7,-5,-1,3,-4
COc1ccc(C=O)cc1O,-1,-0.2,8,6,-1,7,-4,1,1
O=C(c1cc2ccccc2oc1=O)N1CCC2(CC1)OCCO2,0,2.8,-1,-6,-2,1,-17,1,7
CC1CN=C(Nc2ccc(N(C)C)cc2)S1 (stereo not given),-5,0.0,-4,0,-2,3,2,3,2
COc1ccc(C(O)P(=O)(OC(C)C)OC(C)C)cc1 (stereo not given),-1,-0.7,6,-11,2,15,0,0,-8

# Results, previewed entries included:
SMILES,CHRM5 agonist,CRFR2-BP ag,M1 PAM,CHRM4 PAM,M5 PAM,M5 antag,CRFBP-R2 block,M4 ag,M4 antag
CCC(C)n1c(O)c(C=NCc2cccnc2)c(=O)[nH]c1=S (stereo not given),4,-0.9,9,6,7,-5,-1,3,-4
COc1ccc(C=O)cc1O,-1,-0.2,8,6,-1,7,-4,1,1
O=C(c1cc2ccccc2oc1=O)N1CCC2(CC1)OCCO2,0,2.8,-1,-6,-2,1,-17,1,7
CC1CN=C(Nc2ccc(N(C)C)cc2)S1 (stereo not given),-5,0.0,-4,0,-2,3,2,3,2
COc1ccc(C(O)P(=O)(OC(C)C)OC(C)C)cc1 (stereo not given),-1,-0.7,6,-11,2,15,0,0,-8
COc1ccc(-c2nc3ccc(C(=O)N4CCC5(CC4)OCCO5)cc3nc2-c2ccc(OC)cc2)cc1,-6,-0.6,7,-6,9,-1,1,9,4
CCCN(CCC)C1CCc2ccc(O)cc2C1 (stereo not given),-1,-0.4,-18,-10,-3,-4,-9,2,-3
COc1cc(-n2c(=S)[nH]c3ccccc3c2=O)c(Cl)cc1Cl,0,-0.2,3,-1,-2,4,3,4,-1
CC[C@H]1CN2CCC1C[C@@H]2[C@H](O)c1ccnc2ccc(OC)cc12 (stereo not given in full),-1,-0.2,-8,-7,2,-5,16,2,22
CC(=O)c1cn(Cc2ccccc2F)c2ccccc12,5,-0.1,-6,-13,-14,27,-3,12,3
O=c1[nH]c(=S)[nH]c(O)c1N=Nc1ccc2c(c1)OCCO2,3,1.1,4,6,7,-3,5,0,5
S=C=Nc1cccc(C2(N3CCCCC3)CCCCC2)c1,-2,0.0,-25,-15,-19,27*,3,1,25
COc1ccc(CCNCc2cccn2C)cc1OC,0,-1.5,3,4,6,4,11,0,8
CC(Cc1ccccc1)NCCC(c1ccccc1)c1ccccc1 (stereo not given),2,0.4,-11,-14,-12,10,-26,19,2
CCn1ccnc1CN1CCCC(C(=O)c2cc(C)c(OC)c(C)c2)C1 (stereo not given),-15,1.1,-20,-36,-12,10,15,5,12
CC(C)OC(=O)c1c(N)n(CC2CCCO2)c2nc3ccccc3nc12 (stereo not given),1,-2.7,3,1,-4,1,17,6,-16
Cc1c(C(=O)C(=O)N2CCOCC2)c2ccccc2n1Cc1ccccc1,-1,-0.8,5,5,3,-1,-5,4,-9
N#Cc1c(N2CCNCC2)nc(-c2ccco2)c2c1CCCC2,0,1.5,8,-2,2,5,6,2,9
CCOP(=O)(OCC)C(O)c1ccc(OC)cc1 (stereo not given),-3,0.6,5,3,-3,13,0,0,-6
O=C(NCc1ccc(C(=O)N2CCC3(CC2)OCCO3)cc1)c1ccc2c(c1)OCO2,-1,-4.7,6,4,8,-9,37,1,4
COc1cccc(OCc2cc(C(=O)N3C[C@H]4C[C@@H](C3)c3cccc(=O)n3C4)no2)c1,-4,-1.0,4,1,7,-4,9,1,-13
O=c1[nH]c2ccccc2n1C1CCN(C(c2cccs2)c2nnnn2Cc2ccccc2)CC1 (stereo not given),2,nt,2,-5,-9,7,nt,10,14
N[C@@H](CCl)C(=O)O,2,-0.4,-23,-16,-8,7,9,1,51*
CC(=O)OCC12CC(OC(=O)CC(C)C)C(C)=CC1OC1C(O)C(OC(C)=O)C2(C)C12CO2 (stereo not given),-12,-2.9,2,-3,-9,7,-2,0,-2
CCCCOC(=O)c1ccccc1N,2,-1.5,2,-4,-8,1,11,2,8

# The list continues.
SMILES,CHRM5 agonist,CRFR2-BP ag,M1 PAM,CHRM4 PAM,M5 PAM,M5 antag,CRFBP-R2 block,M4 ag,M4 antag
CC(C)NS(=O)(=O)c1ccc(OCC(=O)N2CCN(Cc3ccccc3)CC2)cc1,1,-0.2,-4,-1,0,-15,7,4,-25
O=C(O)c1ccc(N=Cc2c(O)n(Cc3ccc(F)cc3)c(=O)[nH]c2=O)cc1,0,4.3,9,2,-1,6,-10,1,3
O=C(COc1ccc(S(=O)(=O)N2CCOCC2)cc1)N1CCN(Cc2ccc3c(c2)OCO3)CC1,8,-1.3,3,-9,-5,4,-11,12,-4
Cc1cc(OCC(=O)N2C[C@H]3C[C@@H](C2)c2cccc(=O)n2C3)c2c(C)c(C)c(=O)oc2c1,0,2.1,7,2,2,4,-3,0,-8
CCOc1ccc(-n2c(CC)nc3ccccc3c2=O)cc1,1,-0.3,-1,3,1,1,5,-1,-5
Cc1c2cnn(CC(=O)N3CCC4(CC3)OCCO4)c(=O)c2c(C)n1Cc1ccccc1F,2,-0.2,13,-7,-5,-2,-4,0,-3
N#Cc1ncc(N=Cc2ccc(N(CCCl)CCCl)cc2)s1,-6,-2.2,6,-4,-3,17,-6,0,4
CN1CCc2nc(SCC(=O)OC(C)(C)C)c(C#N)cc2C1,-8,1.5,1,-6,4,-1,8,0,1
Cn1c(O)c(C=NCCCCCCCCCCC(=O)O)c(=O)n(C)c1=O,3,-1.6,18,-1,-1,10,-10,1,-8
CN(C)CP(=O)(Nc1ccccc1)N(C)C (stereo not given),-1,-2.1,13,9,4,-2,-20,0,1
CCN1CCC(O)(c2ccccc2)C(C(=O)c2ccccc2)C1 (stereo not given),-3,1.2,10,3,6,-2,-9,0,4
COc1ccc(OC)c(CN2CCN(C(=O)Cc3ccccc3)CC2)c1,-3,1.4,-3,-2,1,3,6,1,-5
CCCC1C(C#N)=C(N)Oc2c1c(=O)oc1ccccc21 (stereo not given),0,-0.5,3,5,2,0,-23,2,-6
O=c1[nH]c(=O)n(-c2ccccc2Cl)c(O)c1C=NCCN1CCCCC1,-2,4.5,7,7,2,-5,-19,0,-1
Cc1n[nH]c(C)c1CCN,-3,-1.1,10,13,-10,9,2,1,-3
Cc1cc(OCC(=O)NCC(O)c2ccccc2)c2c3c(c(=O)oc2c1)CCCC3 (stereo not given),-2,-0.5,1,2,1,-6,-13,1,-1
CC(=O)OC1CC(OC2C(O)CC(OC3C(O)CC(OC4CCC5(C)C(CCC6C5CCC5(C)C(C7=CC(=O)OC7)C(O)CC65O)C4)OC3C)OC2C)OC(C)C1OC1OC(CO)C(O)C(O)C1O (stereo not given),5,-1.0,13,7,8,-10,2,1,-8
CCOc1cccc(=NC2CCCCC2)c2c(C)n(C)c(C)c12,5,1.3,5,-2,-6,1,-4,1,-19
CC(=O)O[C@@H]1/C=C/[C@](C)(O)C[C@@H](C)C/C=C/[C@H]2[C@H](O)[C@@](C)(O)[C@@H](C)[C@H]3[C@H](Cc4ccccc4)NC(=O)[C@@]312,2,4.5,3,2,-1,0,6,1,-9
COc1ccc(NC(=O)[C@@H](NC(=O)N2C[C@H]3C[C@@H](C2)c2cccc(=O)n2C3)C(C)C)cc1,3,-1.8,8,7,-3,4,12,1,-10
CCCCn1c(=O)c(C(=O)NCCc2ccccc2)c(O)c2ccccc21,2,8.8,8,0,11,7,-9,0,-5
Nc1cncc(C(=O)O)c1,10&3,-0.3&0.2,11&0,-4&2,8&-6,-6&4,2&-8,2&2,-1&-5
COc1ccc2[nH]c(C)c(CCNCc3cn(C)c4ccccc34)c2c1,7,2.6,0,10,2,6,-18,14,-11
COC(=O)C1=C(c2ccc3ccccc3c2)C[C@@H]2CC[C@H]1N2C(=O)N1CCCCC1,-3,-0.1,3,-8,-8,14,7,2,7
CC(CO)(CO)N=Cc1c(O)n(-c2cccc3ccccc23)c(=O)[nH]c1=O,-7,-1.8,9,1,-16,0,3,2,-6

# The results go on.
SMILES,CHRM5 agonist,CRFR2-BP ag,M1 PAM,CHRM4 PAM,M5 PAM,M5 antag,CRFBP-R2 block,M4 ag,M4 antag
CCCCn1c(N)c(C(=O)OCCOC)c2nc3ccccc3nc21,3,-0.5,1,-8,-10,2,5,0,5
CCc1ccc2nc(N3CCC(C(=O)N4CCC5(CC4)OCCO5)CC3)sc2c1,-15,1.9,-26,-15,-8,4,-18,7,-4
COC(=O)C1=C(c2cccc(OCc3ccccc3)c2)C[C@@H]2CC[C@H]1N2C(=O)NCc1ccc([N+](=O)[O-])cc1,-8,1.2,-22,-13,-23,18,12,2,14
COC(=O)C1=C(c2ccc(OCc3ccccc3)cc2)C[C@@H]2CC[C@H]1N2C(=O)NCc1ccc([N+](=O)[O-])cc1,3,-1.9,15,8,7,-5,7,2,3
O=C1N(c2ccccc2)C(c2cccnc2)N2CCCN12 (stereo not given),0,1.5,8,10,0,15,2,2,0
COc1cc2c(c(OC)c1OC)-c1ccc(O)c(=O)cc1[C@@H](NC(C)=O)CC2,2,-0.9,14,21,14,0,13,2,-5
O=[N+]([O-])c1nccn1CC(O)CN1CC1 (stereo not given),0,nt,10,8,-3,3,nt,0,-3
S=C(NCCc1ccccc1)N1Cc2cc(N3CCOCC3)ccc2-n2nncc2C1,0,nt,-1,-8,-10,10,nt,3,4
C[n+]1c(-c2ccccc2)cc(CCCCc2cc(-c3ccccc3)[n+](C)c(-c3ccccc3)c2)cc1-c1ccccc1,-16,-1.1,-19,-21,-23,20,0,1,47*
CC(C)Nc1ccc(Nc2ccccc2)cc1,-6,0.0,-25,-11,-5,11,8,-1,23
COC(=O)C1=C(c2ccc(OC(F)(F)F)cc2)C[C@@H]2CC[C@H]1N2C(=O)N1CCCC1,2,-2.2,1,3,-4,9,20,5,8
CCC12CN3CCN(CC(C3)/C1=N/NC(=O)c1ccncc1)C2,-2,1.2,6,16,3,-9,7,1,-18
CCOC(=O)c1c(C)n(C(C)C)c2ccc(OC(=O)c3ccc(N4C(=O)CCC4=O)cc3)cc12,-2,-0.1,11,9,3,-5,-3,0,0
COc1ccc(CC2C(=O)N(C)C(=O)N(C)C2=O)c(OC)c1,-1,-3.1,9,5,4,-7,4,0,4
O=C(Nc1ccccc1)c1cc([N+](=O)[O-])ccc1N1CCNCC1,2,0.1,12,-3,0,1,9,1,4

# In another format: entries from further up
smiles | CHRM5 agonist | CRFR2-BP ag | M1 PAM | CHRM4 PAM | M5 PAM | M5 antag | CRFBP-R2 block | M4 ag | M4 antag
C[n+]1c(-c2ccccc2)cc(CCCCc2cc(-c3ccccc3)[n+](C)c(-c3ccccc3)c2)cc1-c1ccccc1 | -16 | -1.1 | -19 | -21 | -23 | 20 | 0 | 1 | 47*
CCc1ccc2nc(N3CCC(C(=O)N4CCC5(CC4)OCCO5)CC3)sc2c1 | -15 | 1.9 | -26 | -15 | -8 | 4 | -18 | 7 | -4
COC(=O)C1=C(c2ccc(OCc3ccccc3)cc2)C[C@@H]2CC[C@H]1N2C(=O)NCc1ccc([N+](=O)[O-])cc1 | 3 | -1.9 | 15 | 8 | 7 | -5 | 7 | 2 | 3

# This is a subset; the hit share may differ from the screen's.
